Bioassay records as filed in PubChem BioAssay.
MrgX1 agonist = agonists of human MrgX1 receptor, primary screen, HEK293 cells, Fluo-4 calcium flux | Fluo-4 calcium fluorescence, agonist mode; stronger effect = higher value | 310,000 tested, 0.44% active | B-score at 10 µM | AID 588627, 2011 | Mas-related G-protein coupled receptor member X1 (Homo sapiens), Q96LB2;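 active = calcium response B-score plate-corrected fluorescence ratio at least 3 library SD, with starting fluorescence B-score inside 5 SD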
Target sequence (Q96LB2 whole entry, looked up): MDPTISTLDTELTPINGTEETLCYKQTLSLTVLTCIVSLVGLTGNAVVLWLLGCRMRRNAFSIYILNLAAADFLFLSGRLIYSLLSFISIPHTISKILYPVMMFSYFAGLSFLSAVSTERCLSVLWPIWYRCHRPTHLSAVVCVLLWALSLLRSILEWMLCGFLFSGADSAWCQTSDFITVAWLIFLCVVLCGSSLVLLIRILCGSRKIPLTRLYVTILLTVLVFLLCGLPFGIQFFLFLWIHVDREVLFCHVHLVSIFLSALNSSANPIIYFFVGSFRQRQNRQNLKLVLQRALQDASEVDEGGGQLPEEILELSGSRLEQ
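System – MrgX1-expressing HEK293 cells · Incubation – cells plated overnight, dye loaded 0.5 h 37 °C, 0.5 h room temperature · Technique – kinetic Fluo-4 NW fluorescence of intracellular calcium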
RGS4 inh = RGS4 inhibitors, primary screen, cell-based, HEK293 M3R inducible RGS4, calcium flux; Regulator of G-protein signaling 4 (Homo sapiens), P49798; Fluo-4 calcium flux; stronger effect = higher value; triggered by carbachol at its EC20; B-score at 10 µM; 310,000 tested, 0.45% active;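 active = B-score, a plate-corrected calcium signal, over three deviations above library mean, with baseline fluorescence within five deviations of library mean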;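 also: RGS4 expression induced by doxycycline in cells with stable M3 receptor; B-score is computed from the integrated fluorescence ratio over baseline after carbachol; higher B-score means a larger calcium signal and so more RGS4 inhibition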
Target sequence (P49798 whole entry, looked up): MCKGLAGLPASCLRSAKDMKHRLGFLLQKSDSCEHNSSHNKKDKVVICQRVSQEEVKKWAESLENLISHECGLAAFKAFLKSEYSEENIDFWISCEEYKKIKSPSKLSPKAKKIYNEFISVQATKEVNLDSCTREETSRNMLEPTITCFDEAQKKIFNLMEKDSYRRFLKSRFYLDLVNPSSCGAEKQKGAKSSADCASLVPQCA
TRPC6 activator = mouse TRPC6 channel activators, primary screen, cell-based, HEK293, membrane potential dye; Short transient receptor potential channel 6 (Mus musculus), Q61143; HEK293-TRPC6 membrane potential dye fluorescence; stronger effect = higher value; B-score at 10 µM; 310,000 tested, 0.13% active; AID 2550, 2010;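 active = B-score of the integrated fluorescence ratio above library mean plus 3 SD, and starting fluorescence ratio within library mean plus 5 SD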;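 also: higher score means more depolarization so channel activation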
MrgX1 antag = antagonists of human MrgX1 receptor, primary screen, HEK293 cells, Fluo-4 calcium flux; Mas-related G-protein coupled receptor member X1 (Homo sapiens), Q96LB2; BAM8-22 antagonism; stronger effect = lower value; B-score at 10 µM; 310,000 tested, 1.3% active;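 active = calcium-response B-score plate-corrected more than 3 library SD below zero, starting fluorescence within 5 deviations, no agonist response on first addition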;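 also: peak minus trough fluorescence over baseline after final BAM8-22 challenge near maximal dose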
MrgX1 PAM = positive allosteric modulators of MrgX1, primary screen, HEK293 cells, Fluo-4 calcium flux | FDSS; stronger effect = higher value | Mas-related G-protein coupled receptor member X1 (Homo sapiens), Q96LB2 | AID 588675, 2011 | 310,000 tested, 0.63% active | B-score at 10 µM;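 active = plate-corrected calcium response at least 3 library SD above typical, normal starting fluorescence, not activating the receptor alone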;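 also: compound read alongside a low EC10 to EC30 dose of BAM8-22 agonist; peak minus trough fluorescence over baseline measured at the second addition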
Platelet DG rel = inhibitors of platelet dense granule secretion, primary screen, cell-based, MLPCN, human platelets. human platelet-rich plasma, SFLLRN dense granule ATP release, luminescence. inhibition, %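 (compounds screened at 7.5 µM in platelet-rich plasma)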. 300,000 tested, 0.22% active. AID 1663, 2009;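 active = mean replicate score, as percent of positive control, at or above 50; inconclusive = mean below 50 but at least one replicate at or above 50; inactive = mean and every replicate below 50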
TRPC6 inh = mouse TRPC6 channel inhibitors, primary screen, cell-based, HEK293, membrane potential dye; ACh-evoked depolarization; stronger effect = lower value; B-score at 10 µM; 310,000 tested, 1.1% active;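 active = B-score under library mean minus 3 SD, initial fluorescence not abnormally high, positive integrated signal ratio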;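 also: B-score derived from integrated fluorescence ratio over the kinetic read; more negative B-score means stronger inhibition of depolarization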
TRPC4 inh = inhibitors of mouse TRPC4 channel, primary screen, Fluo4 calcium, HEK293 TRPC4beta/mu-opioid cells | Short transient receptor potential channel 4 (Mus musculus), Q9QUQ5 | DAMGO-evoked Fluo4 calcium flux; stronger effect = lower value | B-score at 10 µM | 300,000 tested, 0.39% active | AID 2247, 2010;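 active = B-score over 3 SD under the library average, no early fluorescence shift, positive overall ratio signal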
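Test system – stable TRPC4beta/mu-opioid receptor HEK293 cells · Probe or stimulus – DAMGO, a submaximal dose followed by a maximal one · Dosing – one concentration per compound · Signal – Fluo4 calcium fluorescence by kinetic imaging, 5 s 1 Hz baseline · Evaluation – per-well B score of integrated baseline-normalized Fluo4 ratio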
SKKanGAS inh = S. pyogenes SKKanGAS growth inhibitors in kanamycin, primary screen, streptokinase expression inhibitor project, SKKanGAS strain, BacTiter-Glo luminescence. 300,000 tested, 1.3% active. 6 h. inhibition, % at 7.5 µM;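 active = mean replicate score, as percent of positive control median, at least 50; inconclusive = mean below 50 but one replicate at or above 50; inactive = mean and every replicate below 50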;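 also: strain carries kanamycin resistance gene driven by streptokinase promoter and grows in 40 µg/ml kanamycin; loss of luminescence reflects streptokinase promoter inhibition or plain growth inhibition; 0% = median of DMSO wells and 100% = positive control at its reference dose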
RGS4 pot = RGS4 potentiators or activators, primary screen, cell-based, HEK293 M3R inducible RGS4, calcium flux. carbachol calcium flux Fluo4; stronger effect = lower value. B-score at 10 µM. 310,000 tested, 0.92% active. AID 463111, 2010;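 active = B-score of the integrated calcium signal more than 4 SD below the library mean, with starting fluorescence not abnormally high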;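 also: negative B-score means reduced calcium response which marks RGS4 activation or potentiation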
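Also added: carbachol at ECmax as muscarinic agonist stimulus; Assay system: HEK293 cells with stable M3R and inducible RGS4; Timing: overnight RGS4 induction, 30 min dye load 37 °C, 20 min compound RT; Measured by: Fluo4-AM (2 µM) calcium-flux fluorescence, kinetic read.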
HIF act = HIF pathway transcriptional activators, primary screen, cell-based, U2OS HRE-luciferase, luminescence; U2OS HRE-luciferase reporter; normalized: DMSO 0%, desferrioxamine 100%; activation, % at 7.5 µM (by protocol); 300,000 tested, 0.32% active;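 active = mean activation of at least 10% of the iron chelator positive control signal, with at least half of replicates also reaching 10%; inconclusive = mean and replicate majority disagree about reaching 10%; inactive = mean and most replicates under 10%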
* = called active by the depositor; i = inactive; ? = inconclusive; / = not tested or not shown.

SMILES | MrgX1 agonist | RGS4 inh | TRPC6 activator | MrgX1 antag | MrgX1 PAM | Platelet DG rel | TRPC6 inh | TRPC4 inh | SKKanGAS inh | RGS4 pot | HIF act
O=C(CNC(=O)c1ccccc1)NCC(=O)OCc1ccccc1Cl | i | i | i | i | i | -4 | i | i | -1 | i | -0.3
Cc1ccccc1-c1nc2ccccc2c(=O)n1/N=C/c1ccccc1[N+](=O)[O-] | i | i | i | i | i | -10 | i | i | 3 | i | ?
CCOCc1nnc(NC(=O)CSCc2ccccc2)s1 | i | i | i | i | i | 3 | i | i | -6 | i | 0.5
COC(=O)c1cc(C(=O)CC(C)C)c[nH]1 | i | i | i | i | i | 7 | i | i | 0 | i | -0.3
CC1CCCC(NC(=O)COC(=O)Cc2c[nH]c3ccccc23)C1C (configuration not stated) | i | i | i | i | i | 3 | i | i | 5 | i | 0.0
O=C(COC(=O)CN1C(=O)C2CC=CCC2C1=O)Nc1cc(C(F)(F)F)ccc1N1CCOCC1 (configuration not stated) | i | i | i | i | i | 1 | i | i | 1 | i | -0.5
CC(C)C(OC(=O)c1ccco1)C(=O)NC1CCCC1 (configuration not stated) | i | i | i | i | i | 5 | i | i | -3 | i | -0.5
CCN(CC)S(=O)(=O)c1ccc(Cl)c(NC(=O)COC(=O)/C=C/c2ccc(O)c(OC)c2)c1 | i | i | i | i | i | 0 | i | i | 6 | i | -0.5
Cc1c(C)n2c(SCC(=O)N3CCOCC3)nnc2[nH]c1=O | i | i | i | i | i | -6 | i | i | 0 | i | 0.3
Cc1cccc(NCCNc2cccc(C)c2)c1 | i | i | i | i | i | 3 | i | i | 10 | i | 1.5
O=C(NCC(c1cccs1)N1CCOCC1)c1ccc(Cl)c([N+](=O)[O-])c1 (configuration not stated) | i | i | i | i | i | 0 | i | i | -2 | i | -0.5
CCn1c(SCC(=O)NC2CC2)nnc1-c1ccncc1 | i | i | i | i | i | 10 | i | i | -5 | i | 0.1
CC(CN(C(N)=O)c1ccccc1O)C(=O)O (configuration not stated) | i | i | i | i | i | 14 | i | i | -9 | i | -0.4
COc1cc(CNCc2ccc(OC)cc2OC)cc(OC)c1 | i | i | i | i | i | 5 | i | i | 4 | i | -0.1
COc1ccc(/C=N/N=C2\SCC(=O)N2c2c(C)n(C)n(-c3ccccc3)c2=O)cc1OC | i | i | i | i | i | 11 | i | i | 2 | i | -0.3
Nc1nc(SCC(=O)c2ccc(Oc3ccccc3)cc2)n[nH]1 | i | i | i | i | i | 7 | i | i | -1 | i | -0.1
Cc1nnc(C)n1/N=C/c1ccc(-c2ccccc2)cc1 | i | i | i | i | i | 2 | i | i | 0 | i | -0.4
CC(C)[C@H](NC(=O)c1ccccc1)C(=O)OCC(=O)N1CCc2ccccc2C1 | i | i | i | i | i | -1 | i | i | 2 | i | 0.1
CC1(C)C2CCC(C2)C1(C)NC(=O)CNCC1CCCCC1 (configuration not stated) | i | i | i | i | i | 4 | i | i | -3 | i | -0.3
COc1ccc(NC(=O)c2cccc(S(=O)(=O)N3CCc4ccccc43)c2)cn1 | i | i | i | i | i | -5 | i | i | -3 | i | 0.3
COc1cc(CNc2ccc(C(=O)O)cc2)cc(Br)c1OCC(=O)NC(C)(C)C | i | i | i | -5.3* | i | -11 | i | i | 18 | i | 0.3
CCOc1ccc2nc(NC(=O)CSc3nc4cccnc4n3C)sc2c1 | i | i | i | i | i | / | i | i | 23 | i | 0.8
O=C(O)c1cc(-c2ccco2)nn1-c1ccc(Cl)cc1 | / | i | i | / | / | -11 | i | i | -2 | i | -0.6
COc1ccc(CCNC(=O)CSc2nnc(Cc3csc(N)n3)n2C)cc1OC | i | i | i | i | i | 2 | i | i | 1 | i | -0.5
COc1ccc(Nc2ncnc3ccccc23)cc1 | i | i | i | i | i | 2 | i | i | -5 | i | 2.5
COc1ccc(N(Cc2ccccc2)S(=O)(=O)c2ccc(C)cc2)cc1 | i | i | i | i | i | 4 | i | i | 2 | i | -0.3
S=C(NCC(c1cccnc1)N1CCOCC1)NC1CCCCC1 (configuration not stated) | i | i | i | i | i | 1 | i | i | 0 | i | 0.0
COc1cc(/C=N/N=C2/C(=O)Nc3ccccc32)ccc1O | i | i | i | i | i | -5 | i | i | 5 | i | 0.0
FC(F)(F)c1nnc2c(Sc3ccccc3)nc3ccccc3n12 | i | i | i | i | i | 3 | i | i | 10 | i | 1.4
C/C(=N\N(C)C)c1ccc(OCCOc2ccc([N+](=O)[O-])cc2)cc1 | i | i | i | i | i | -2 | i | i | -3 | i | 0.2
NS(=O)(=O)c1ccc(NC(=O)CSc2cn[nH]n2)cc1 | i | i | i | i | i | -4 | i | i | 0 | i | 0.1
COC(=O)C(NC(C)=O)(Nc1ccc(Br)cn1)C(F)(F)F (configuration not stated) | i | i | i | i | i | 5 | i | i | -5 | i | 0.1
Cc1ccc(Cn2ccc(NC(=O)c3cc(-c4ccc(F)cc4)on3)n2)cc1 | i | i | i | i | i | -3 | i | i | 0 | i | -0.2
Cc1ccc(C(=O)N(CC(=O)NC2CCCCC2)c2ccccc2C)s1 | i | i | i | i | i | -4 | i | i | 1 | i | -0.4
CCOC(=O)c1c(N)nn(C(=O)c2ccccc2)c1-c1ccccc1 | i | i | i | i | i | 1 | i | i | -7 | i | -0.3
Cc1cc2cc(CNC(=O)NC3CCCCC3)ccc2n1C | i | i | i | i | i | -28 | i | i | 5 | i | 0.0
N#Cc1cc2c(nc1SCc1ccccc1)CCCC2 | i | i | i | i | i | -2 | i | i | 0 | i | 1.6
Cc1nn(C)c(Oc2cccc(C(F)(F)F)c2)c1C#N | i | i | i | i | i | -2 | i | i | 3 | i | 0.1
C/C(=N/O)c1cccc(N2Cc3ccccc3C2)c1 | i | i | i | i | i | 0 | i | i | 6 | i | 0.3
CCN(CC)c1ccc(NC(=O)CN2CCN(c3ccccc3F)CC2)cc1 | i | i | i | i | i | -3 | i | i | 2 | i | -0.3
Cc1noc(NS(=O)(=O)c2ccc(NC(=O)CSc3ncccn3)cc2)c1C | i | i | i | i | i | -5 | i | i | 2 | i | /
COc1cc(NC(=O)Nc2cccc3cccnc23)cc(OC)c1OC | i | i | i | i | i | -3 | i | i | -7 | i | -0.1
Cc1nc2ccccc2c(=O)n1/N=C/c1cn[nH]c1-c1ccccc1 | i | i | i | i | i | -7 | i | i | -5 | i | -0.8
OCCCn1c(CCNc2nc(-c3ccc(Cl)cc3)cs2)nc2cc(C(F)(F)F)ccc21 | i | i | i | i | i | 3 | i | i | 13 | i | -0.3
CCOC(=O)CC(=O)CSc1ncnc2c1oc1ccccc12 | i | i | i | i | i | 10 | i | / | 1 | i | -0.2
O=C(COC(=O)C1CCCCC1)Nc1ccc([N+](=O)[O-])cc1 | i | i | i | i | i | 2 | i | i | 1 | i | -0.7
COc1ccccc1N1CCN(C(=O)c2cc3cc(F)ccc3[nH]2)CC1 | i | i | i | i | i | / | i | i | 5 | i | -0.8
Cc1ccc(NS(=O)(=O)c2cc(NC(=O)c3ccc4c(c3)NC(=O)CS4)ccc2C)c(C)c1 | i | i | i | i | i | -8 | i | i | 35 | i | -0.3
O=C(c1ccc(F)cc1)N1CCN(c2cnn(-c3ccccc3)c(=O)c2Cl)CC1 | i | i | i | i | i | -1 | i | i | -3 | i | 0.1
CN1C(=O)CS(=O)c2ccc(C(=O)NCCC3=CCCCC3)cc21 (configuration not stated) | i | i | i | i | i | 4 | i | i | -1 | i | 0.7
CC(C)CNC(=O)c1ccccc1NC(=O)CSCc1ccccc1 | i | i | i | i | i | -5 | i | i | -2 | i | 0.1
Cc1cc([N+](=O)[O-])ccc1NCc1ccc2ccccc2c1 | i | i | i | i | i | -1 | i | i | 4 | i | 0.4
O=C(O)c1ccccc1OCc1ccccc1Cl | i | i | i | i | i | 5 | i | i | -5 | i | -0.3
O=C(Nc1ccc2c(c1)CCC2)c1ccccc1F | i | i | i | i | i | -15 | i | i | -13 | i | 0.6
CCNS(=O)(=O)c1ccc(OC)c(C(=O)NC2CCCCC2)c1 | i | i | i | i | i | -7 | i | i | -9 | i | -0.1
COc1cccc(CN2CCN(Cc3ccc(OC)c(OC)c3)CC2CCO)c1 (configuration not stated) | i | i | i | i | i | 5 | i | i | 0 | i | -0.1
O=C(Cn1cnc([N+](=O)[O-])n1)NCCc1ccccc1 | i | i | i | i | i | -2 | i | i | -9 | i | 0.1
CC(Sc1nnc(-c2ccc(OC(F)F)cc2)o1)C(=O)NCC1CCCO1 (configuration not stated) | i | i | i | i | i | -9 | i | i | -3 | i | -0.1
COc1ccc(C2=CC(=O)OC3(CCCC3)O2)cc1 | i | i | i | i | i | 4 | i | i | -2 | i | -1.4
CN(CCOc1ccccc1)C(=O)C1CCN(C(=O)c2ccc(Cl)cc2)CC1 | i | i | i | i | i | 20 | i | i | 14 | i | 0.0
Cc1ccc(Cl)cc1NC(=S)N/N=C/c1cccc2ccccc12 | i | i | i | i | i | -3 | i | i | 80* | i | 0.1
Cc1ccc(CN2CCNC(=O)C2CC(=O)N(C)C(C2CC2)C2CC2)o1 (configuration not stated) | i | i | i | i | i | 6 | i | i | -3 | i | 0.7
